Screening data (PubChem)
RNase H inhibition = RNase H inhibition, HIV 1 Gag Pol polyprotein, FRET biochemical assay, screening (AID 372); HIV-1 RT RNase H, FRET RNA/DNA substrate fluorescence; higher % means a stronger effect; inhibition, % at 10 µM; hits with a dose series show IC50 in µM; 0.77% of 100,000 active; in the data active = inhibition above about 50%
Numbers without * were called inactive.

SMILES	RNase H inhibition
CCCc1cc2c(-c3ccccc3)cc(=O)oc2cc1OCc1ccc(C(=O)O)o1	59%*
Cc1cc(/C=C(/C#N)C(=O)NC(C)C)c(C)n1-c1ccc(O)cc1	14%
Cc1ccc2nsnc2c1NC(=O)c1cc(I)ccc1Cl	9%
O=C(Nc1ccc2oc(-c3ccc(Cl)cc3Cl)nc2c1)c1ccccc1[N+](=O)[O-]	12%
COC(=O)C1=CNC=C(C(=O)OC)C1c1cc(C)ccc1C	6%
O=C(O)c1cc(Cl)ccc1NC(=O)C(c1ccccc1)c1ccccc1	7%
CC(=O)c1ccc(N2CCN(Cc3c(C)n(C)n(-c4ccccc4)c3=O)CC2)cc1	3%
CCOc1ccc(NC(=O)C(CC(=O)O)Cc2ccccc2)cc1 (stereo not given)	4%
O=C(Nc1ccccn1)c1cc(S(=O)(=O)N2CCOCC2)ccc1Cl	0%
CCC12c3ccccc3C(c3ccccc31)C1C(=O)N(c3ccccc3C)C(=O)C12 (stereo not given)	10%
CC12CCC(C(=O)N(CN3CCCCC3)C1=O)C2(C)C (stereo not given)	0%
Cc1cc(C)c(N2C(=O)NC(=O)/C(=C/c3ccc(Br)cc3)C2=O)c(C)c1	3%
Cc1c(Cl)cccc1NC1CS(=O)(=O)CC1O (stereo not given)	7%
c1ccc(CNc2nc(-c3cccnc3)cs2)cc1	10%
COc1ccc(C2CC(C(F)(F)F)n3nc(C(=O)Nc4ccc(F)cc4F)c(Cl)c3N2)cc1OC (stereo not given)	15%
CCOC(=O)C1=C(O)/C(=C/c2cc(OC)c(O)c(OC)c2)SC1=Nc1ccccc1	13%
COc1ccc(CC(=O)N2N=C3CCCCCC3C2(O)C(F)(F)F)cc1 (stereo not given)	0%
[O-][n+]1c2c(nc3c1-c1ccccc1C3O)CCCC2 (stereo not given)	3%
O=C(NCc1ccc(Cl)cc1)C(=O)Nc1ccc(Cl)cc1	16%
Cc1ccc(-c2cc(NC(=O)COc3ccc(Cl)cc3Cl)n[nH]2)cc1	28%

By substructure: those above containing a halogen.
SMILES	RNase H inhibition
Cc1ccc2nsnc2c1NC(=O)c1cc(I)ccc1Cl	9%
O=C(Nc1ccc2oc(-c3ccc(Cl)cc3Cl)nc2c1)c1ccccc1[N+](=O)[O-]	12%
O=C(O)c1cc(Cl)ccc1NC(=O)C(c1ccccc1)c1ccccc1	7%
O=C(Nc1ccccn1)c1cc(S(=O)(=O)N2CCOCC2)ccc1Cl	0%
Cc1cc(C)c(N2C(=O)NC(=O)/C(=C/c3ccc(Br)cc3)C2=O)c(C)c1	3%
Cc1c(Cl)cccc1NC1CS(=O)(=O)CC1O (stereo not given)	7%
COc1ccc(C2CC(C(F)(F)F)n3nc(C(=O)Nc4ccc(F)cc4F)c(Cl)c3N2)cc1OC (stereo not given)	15%
COc1ccc(CC(=O)N2N=C3CCCCCC3C2(O)C(F)(F)F)cc1 (stereo not given)	0%
O=C(NCc1ccc(Cl)cc1)C(=O)Nc1ccc(Cl)cc1	16%
Cc1ccc(-c2cc(NC(=O)COc3ccc(Cl)cc3Cl)n[nH]2)cc1	28%

Later entries
SMILES	RNase H inhibition
COc1ccccc1N1C(=O)/C(=C/c2cccc(Cl)c2)SC1=S	4%
O=C1CCCC2=C1C(c1ccc(Br)cc1)Nc1ccc(C(=O)c3ccccc3)cc1N2 (stereo not given)	18%
C/C(=N\NC(=O)c1ccc(F)cc1)c1ccc(C)cc1	7%
Cc1ccc(OCC(=O)Nc2ccc(C(C)C)cc2)cc1	9%
COc1ccc(C(=O)Nc2cccc(Cl)c2C)cc1	2%
COc1ccc(S(=O)(=O)N2CCCC2)cc1OC	0%
O=C(O)CN1C(=O)c2cccc3c(Br)ccc1c23	1%
C=CCOc1ccc(C=C2C(=O)N(C)C(=O)N(C)C2=O)cc1OC	3%
CCCCCCCCCCCCCCCCOC(=O)/C(C#N)=C\c1ccc(-c2ccccc2)o1	7%
CC(=O)C1=C(C)NC(SCC(=O)c2ccc(C)cc2)=C(C#N)C1c1ccc(Cl)cc1 (stereo not given)	32%
CC1=C(C(=O)OC2CCCC2)C(c2ccc(Cl)c(Cl)c2)NC(=O)N1C (stereo not given)	25%
CCOC(=O)C1=C(C)N=c2s/c(=C\c3ccc(O)c(Br)c3)c(=O)n2C1c1ccc(C)cc1 (stereo not given)	9%
COc1ccc(Br)cc1C(=O)Nc1cc(C(F)(F)F)cc(C(F)(F)F)c1	10%
CC(=O)c1cc(C(C)(C)C)c(O)c(C(C)(C)C)c1	7%
O=C(CCc1ccccc1)Nc1ccc(Cc2ccncc2)cc1	1%
COc1cc(CN2CCC(C(=O)NC3CCCCCC3)CC2)ccc1OCc1ccccc1	17%
Cc1ccc(C(=O)Nn2c(O)c(C3=c4cc(Br)ccc4=NC3=O)sc2=S)cc1	17%
Cc1cccc(NC(c2cccc(Cl)c2)c2ccc3cccnc3c2O)n1 (stereo not given)	19%
CCOC(=O)/C(N=Nc1cc(C)ccc1OC)=C(/C)O	5%
O=S(=O)(c1ccccc1)N1CCN(C2CCCC2)CC1	9%
Cc1cc(C(=O)Nc2cccc3ccccc23)c(-c2ccccc2)o1	0%
Fc1ccc(-c2nc(-c3ccc(C(F)(F)F)cc3)no2)cc1	1%
CC(Oc1ccccc1)C(=O)Nc1ccccc1I (stereo not given)	23%
COc1ccc(Cc2noc(COc3ccc4ccccc4c3)n2)cc1OC	19%
Cc1ccc(C(=O)O/N=C(\N)c2ccccn2)cc1[N+](=O)[O-]	0%
O=C(c1ccco1)n1nnc2ccccc21	11%
Cc1ccc(/C(O)=C/C(=O)C(=O)O)cc1	15%
COC(=O)c1ccc(COc2ccc3c(oc(=O)c4cc(OC)ccc43)c2C)o1	10%
COc1ccc(S(=O)(=O)Nc2ccccc2)cc1OC	2%
Cc1cc(C)c2oc(-c3ccc(C)c(NC(=S)NC(=O)c4ccc(C)c(C)c4)c3)nc2c1	10%
O=C(CSc1ccccn1)N/N=C/c1ccc(Br)cc1	7%
CCc1cc2c(N/N=C\c3ccc([N+](=O)[O-])o3)ncnc2s1	0%
CC(=O)Nc1ccc(S(=O)(=O)Nc2cccc(C(C)=O)c2)cc1	7%
O=C1C(=O)N(c2ccccc2)C(c2ccccc2)/C1=C(\O)c1ccc(Br)cc1 (stereo not given)	5%
COc1cc(/C=C2\NC(=O)NC2=O)cc(I)c1OCc1ccccc1	6%
C=CCN1C(=O)/C(=C/c2cc(Cl)cc(Cl)c2OS(=O)(=O)c2ccc(C)cc2)SC1=S	12%
Cc1c(Cl)cccc1N=C1NC(=O)/C(=C/c2ccc(O)c([N+](=O)[O-])c2)S1	14%
COc1cccc(OCCOc2ccc(/C=C3/SC(=S)N(c4ccccc4)C3=O)cc2OC)c1	6%
N/C(=N\OC(=O)c1ccc(Cl)cc1Cl)c1ccc(Br)cc1	12%
Cc1ccc(OCC(=O)Nc2sc3c(c2C(N)=O)CCC(C)C3)cc1C (stereo not given)	19%
COCCn1c(O)c(C2=c3ccccc3=NC2=O)sc1=S	14%
CCOC(=O)/C(=N\Nc1ccccc1)c1csc(Nc2ccc(C)cc2)n1	7%
C=CCOc1cccc(/C=C/C(=O)c2ccc(C)cc2)c1	0%
COc1cc(Br)c(/C=C(\C#N)C(=O)NCc2ccco2)cc1OC	0%
Brc1ccccc1OCCCCN1CCCC1	0%
COc1ccc(NC(=O)CSCc2ccccc2Cl)cc1	11%
CC(=O)Nc1ccc(Nc2cc(C(C)C)c(O)c(C(C)C)c2)cc1	19%
COc1ccc(C(=O)Nc2cccc(C(=O)Nc3cccc(O)c3)c2)cc1	34%
CCOC(=O)c1cccc(NC(=O)COc2ccc(OC)cc2)c1	12%
Cc1cc(/C=C2/C(=O)NC(=O)N(c3ccccc3)C2=O)c(C)n1-c1ccccc1	13%
COc1ccc(CCNC(=O)CN(c2ccc(C)cc2)S(=O)(=O)c2ccc(F)cc2)cc1	8%
CCNC(=S)N/N=C/c1cc(Cl)ccc1OCc1ccccc1F	4%
CC(C)c1cc(=O)n2[nH]c(Cc3ccccc3)c(-c3cccc4ccccc34)c2n1	3%
COc1ccc(C(=O)NC(=S)Nc2ccc(N3CCOCC3)cc2)cc1[N+](=O)[O-]	15%
CN(C)c1ccc(C2=NN(c3ccc(C=O)cc3)C(c3ccccc3)C2)cc1 (stereo not given)	26%
CC(C)(C)C1(C)OC(=O)C(=Cc2ccc(-c3cccc([N+](=O)[O-])c3)o2)C(=O)O1 (stereo not given)	13%
CC1=NN(c2ccc(C(=O)O)cc2)C(=O)/C1=C\c1cc([N+](=O)[O-])ccc1O	8%
O=C(NC(=S)Nc1ccc(Cl)cc1)c1ccccc1F	10%
Cc1ccc(S(=O)(=O)Nc2c(C)c(Cl)c(O)c(Cl)c2C)cc1	12%
Cc1cc(C)c(C(=O)c2ccc(C(=O)N3CCCCC3)cc2)c(C)c1	9%

Exported as a markdown table: part of the list above.
| Molecule | RNase H inhibition |
| --- | --- |
| Cc1ccc(S(=O)(=O)Nc2c(C)c(Cl)c(O)c(Cl)c2C)cc1 | 12% |
| CC1=NN(c2ccc(C(=O)O)cc2)C(=O)/C1=C\c1cc([N+](=O)[O-])ccc1O | 8% |
| CCNC(=S)N/N=C/c1cc(Cl)ccc1OCc1ccccc1F | 4% |
| COc1ccc(NC(=O)CSCc2ccccc2Cl)cc1 | 11% |

The listing continues:
SMILES	RNase H inhibition
O=[N+]([O-])c1ccc(Nc2ccc(N=Cc3cc(Br)ccc3O)cc2)c([N+](=O)[O-])c1	0%
CCCCCCCC(=O)NNC(=O)c1cccs1	0%
CC(C)(O)C(=O)/C=C/c1ccc(Cl)cc1	0%
O=S(=O)(c1ccc(Oc2ccccc2)cc1)N1CCCCC1	3%
COCc1cc(CN2CCOCC2)c(O)c2ncccc12	0%
Cc1ccc(-c2cc(-c3cc(C)ccc3O)[nH]n2)cc1	18%
O=C(Nc1cccc2ccccc12)c1ccc(Br)o1	14%
CC(=O)c1ccc(NC(=O)CSCC(=O)Nc2ccccc2)cc1	3%
N#CC1=C(SCc2ccccc2)NC(=O)CC1c1ccc(Cl)cc1Cl (stereo not given)	2%
Ic1ccc(-c2nc(-c3ccc(C#Cc4ccccc4)cc3)c(-c3ccc(C#Cc4ccccc4)cc3)[nH]2)cc1	12%
O=C(Nc1ccc2oc(-c3ccc(F)cc3)nc2c1)c1cccc2ccccc12	2%
COc1ccccc1/C=C/C=N/NC(=O)c1ccoc1C	5%
C=CCc1cccc(/C=N/NC(=O)CSc2nc3ccccc3n2CC)c1O	19%
CCCCCOc1ccc(C=Nc2ccccc2O)cc1	6%
Cc1ccc(N(CC(=O)N/N=C/c2ccccc2O)S(=O)(=O)c2ccccc2)cc1	15%
CN(C)/C=C1\N=C(c2ccccc2F)OC1=O	1%
Cc1ccc(C)c(NC(=O)C2CC(=O)N(c3ccc(Cl)cc3)C2)c1 (stereo not given)	8%
CCCOc1ccc(/C=C2/C(=O)NN(c3ccc(C(=O)OCC)cc3)C2=O)cc1OC	23%
COc1ccc(C2NN=C(c3ccccc3)S2)c2ccccc12 (stereo not given)	15%
CC1=NN(C(=O)c2ccc([N+](=O)[O-])cc2)C(O)(C(F)(F)F)C1 (stereo not given)	6%
O=C(Nc1ccc2oc(-c3ccc(I)cc3)nc2c1)c1ccccc1[N+](=O)[O-]	20%
COC(=O)C1=C(C)NC(=O)NC1c1ccc(O)cc1 (stereo not given)	10%
Oc1ccc(Cc2nc3ccccc3[nH]2)cc1	3%
CCOc1ccc(-n2sc3c(c2=S)-c2cc(C)ccc2N(Cc2ccccc2)C3(C)C)cc1	32%
CCOc1ccccc1N1CCN(Cc2cc(OC)cc(OC)c2)CC1	0%
CCOc1cc(C(=O)NC(c2ccccc2)c2ccccc2)cc(OCC)c1OCC	0%
Cc1cc2[nH]c(SCc3ccccc3F)nc2c(Br)c1C	22%
COc1cc(OC)cc(C(=O)Nc2c(C)cc(Br)cc2C)c1	37%
COc1ccc(/C=C2/C(=O)N(c3ccc(C)c(C)c3)N=C2C)cc1Br	14%
Cc1ccc(OCCc2c(C)n[nH]c2C)c(Cl)c1	48%
COc1cc(/C=C2/C(=N)N3N=C(C(F)(F)F)SC3=NC2=O)ccc1OCc1ccccc1F	15%
O=C(COc1ccc(Cl)cc1)Nc1ccc2c(c1)C(=O)c1ccccc1C2=O	46%
COc1ccc(/C=N/N(C)CCN(C)/N=C/c2ccc(OC)cc2)cc1	0%
COc1ccc(CCNC(=O)C(=O)N2CCCC2)cc1	2%
Cc1cc2nc(-c3cc(NC(=O)COc4ccccc4)ccc3O)oc2cc1C	11%
O=C1c2ccccc2C(=O)N1CN1CCCCC1	0%
COc1ccc(C(=O)NC(=S)Nc2nc(-c3ccccc3)cs2)cc1Cl	16%
Cc1cccc(C(=O)NC(=S)Nc2ccc(Oc3ccc(Cl)cc3)cc2)c1	15%
Cc1cccc(N2C(=O)NC(=O)/C(=C/c3ccc(-c4ccc(C(=O)O)cc4)o3)C2=O)c1	14%
Cc1onc(-c2ccccc2Cl)c1C(=O)N1CCC(C(N)=O)CC1	7%
O=C(NCCC(c1ccccc1)c1ccccc1)C(F)(F)F	6%
OCCNCCCCOc1ccccc1Br	4%
O=C1N/C(=N/S(=O)(=O)c2ccccc2)S/C1=C\c1cccnc1	4%
O=C(Nc1ccc(-c2ccc(Cl)cc2)cc1)c1ccco1	22%
Cc1cccc(NC(=S)NC(=O)c2cc(I)ccc2Cl)c1	13%
O=C(Nc1nnc(-c2ccccc2)s1)c1ccco1	2%
COc1cccc(/C=N/NC(=O)c2ccc(F)cc2)c1	19%
CN(C1=NC(=O)/C(=C\c2ccccc2Cl)S1)c1ccc(O)cc1	18%
c1csc(C2Nc3cccc4cccc(c34)N2)c1	10%
Cc1nn(-c2ccccc2)c(-c2ccccc2)c1-c1ccccc1C(=O)Oc1ccccc1	17%
CCOC(=O)/C(C#N)=N/Nc1ccccc1Cl	11%
CCOCCOC(=O)C1=C(C)NC2=C(C(=O)CC(c3ccc(OC)cc3)C2)C1c1ccccc1Cl (stereo not given)	6%
COc1ccc(/C=C2\C(=O)NC(=S)N(c3ccc(C)cc3)C2=O)c(OC)c1	13%
CCOc1c(I)cc(/C=C2\C(=O)NC(=O)N(c3ccc(OC)cc3)C2=O)cc1OC	7%
Cc1cccc(C)c1NS(=O)(=O)c1cccc2cccnc12	15%
O=C(O)/C=C\C(=O)Nc1ccc(Oc2ccccc2)cc1	2%
Cc1ccc(OCC(O)CN2CC(C)OC(C)C2)cc1C (stereo not given)	0%

An excerpt; count on the stated rates, not on these rows.
